Screening results as filed in PubChem.
CCT modulator: High-Throughput Screening for Modulators of Cytosolic Chaperonin Activity | purified chaperonin ATPase assay, HTRF ADP detection, 30 min | activity change, % (no concentration beside the values), hits read low | hit rate 0.3% among 360,000 | AID 651819, 2012; in the data active = activity change below about -30%; also: % is scaled to controls: 0 for no effect and ±100 for the full control effect
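We incubate TRiC, 40 or 20 nM final, with library compounds at 76 uM and 10 uM ATP for 30 min at 37 °C. ADP formed is detected with Transcreener HTRF reagents after 30 min at room temperature.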
Nrf2 block: Nrf2 qHTS screen for inhibitors; A549 ARE-Fluc reporter, luciferase luminescence, 18-24 h; Potency, µM (top dose mostly 46 µM), inactives show at the top dose activity change, negative = inhibition, most hits filed as inhibitors; hit rate 2.1% among 360,000; AID 504444, 2011; also: potency is read from the fitted curve at half-maximal effect; % is scaled to controls: 0 for no effect and ±100 for the full control effect; nearly all actives have a fitted effect of over 60% in size
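In this cell-based qHTS, ARE-driven firefly luciferase in A549 cells reports Nrf2 activity; the luminescent signal after BugLite lysis is the measured value, with a prior CellTiter-Fluor read for cell health.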
MmCpn inh: Inhibitors of TCP-1 ring complex (TRiC) of Methanococcus maripaludis (MmCpn): qHTS; Chaperonin Mm-Cpn (Methanococcus maripaludis); purified Mm-Cpn ATPase, ADP Transcreener TR-FRET; Potency, µM (doses to about 76.9 µM), for the others: top-dose activity, negative = inhibition, most hits filed as inhibitors; hit rate 0.031% among 330,000; also: potency is read from the fitted curve at half-maximal effect; % is scaled to controls: 0 for no effect and ±100 for the full control effect; nearly all actives have a fitted effect of over 80% in size
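Purified archaeal Mm-CPN (25nM final) preincubated 10 min at 37degC with compound, then 10uM ATP for 30 min at 37degC; ADP measured by HTRF Transcreener TR-FRET; buffer 30 mM TRIS pH 7.4, 100mM KCl, 5mM MgCl2, 1mM DTT.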
HepG2 viability: qHTS for Inhibitors of TGF-b: Cytotox Counterscreen; HepG2 CAGA-GFP viability, ATP luminescence, 18 h; Potency, µM (series often up to 46.1 µM), without a hit: at the top dose activity change, negative = cytotoxicity, most hits filed as cytotoxic; hit rate 0.76% among 410,000; also: potency is read from the fitted curve at half-maximal effect; some results filed as inactive show a strong effect at the top dose
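HepG2 CAGA-GFP cells (1000/well, DMEM with 1% FBS) received compound, then TGF-beta at 500 pg/mL final, and were incubated 18 hours at 37 degrees C. Viability was read by CellTiter-Glo luminescence. Media-only wells were set as complete cell-killing and DMSO as no toxicity.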
A549 viability: Nrf2 qHTS screen for inhibitors: counterscreen for cytotoxicity. hit rate 0.16% among 390,000. AID 504648, 2011. Potency, µM (top dose mostly 46 µM), for the others: top-dose activity change, negative = cytotoxicity, hits mostly inhibitors. A549 ARE-Fluc cells, CellTiter-Fluor viability, 18-24 h; also: potency is read from the fitted curve at half-maximal effect; % is scaled to controls: 0 for no effect and ±100 for the full control effect
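Cytotoxicity counterscreen: CellTiter-Fluor fluorescence was measured in A549 ARE_Fluc cells after 18-24 h of compound exposure in a concentration series. The subsequent BugLite luminescent read reports ARE-luciferase activity.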
Nrf2 activator: qHTS of Nrf2 Activators | hit rate 0.31% among 410,000 | AREc32 ARE-luciferase reporter (MCF7-derived line), luminescence, 24 h | AID 624171, 2012 | Potency, µM (top dose mostly 46.1 µM), for the others: at the top dose activation, actives largely listed as activators; also: potency is read from the fitted curve at half-maximal effect; % of control where 0% means no effect; nearly all actives have a fitted effect of over 65% in size
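For detection, Steady-Glo was added and plates sat 30 min at RT; before that, AREc32_Fluc cells grown overnight in OPTI-MEM/5% FBS had been treated with 23 nL compound for 24 hr at 37 deg C.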
Akt phos inh: HTS Assay for Inhibitors of Akt Phophorylation: Primary Screen; activity change, % for hits at 50 µM; hit rate 0.32% among 360,000; AID 651550, 2012; Neuro2A IGF-stimulated pAkt S473 HTRF, 20 min; stronger effect = lower value; in the data active = activity change below about -80%; inconclusive = mostly about -51% to -80%; also: % is scaled to controls: 0 for no effect and ±100 for the full control effect
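Single-point screen (50 µM final compound) in Neuro2A cells stimulated 20 min with 6 nM IGF at 37 deg C. After lysis, Ser473-phosphorylated Akt read by HTRF (ex 330 nm, em 615/665 nm) as the 665/615 ratio.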
TGFb SMAD3 inh: qHTS for Inhibitors of TGF-b; Potency, µM (series often up to 46.1 µM), inactives show at the highest dose activity, negative = inhibition, actives largely listed as inhibitors; HepG2 CAGA-GFP TGF-b/SMAD3 reporter, GFP fluorescence, 18 h; TGF-beta stimulated, 500 pg/mL final; AID 588855, 2011; hit rate 1.2% among 410,000; also: potency is read from the fitted curve at half-maximal effect; % is scaled to controls: 0 for no effect and ±100 for the full control effect; nearly all actives have a fitted effect of over 65% in size
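GFP signal (ex488/em500-530) from TGF-beta-stimulated HEPG2 CAGA-GFP cells, 500 pg/mL final, 18 h at 37 degrees C in DMEM plus 1% FBS, normalized to unstimulated and DMSO-stimulated controls.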
S2 tox: Viability Counterscreen for Primary qHTS for Inhibitors of ATXN expression | Potency, µM (doses to about 56.7 µM), hits mostly cytotoxic | hit rate 0.49% among 400,000 | S2 cells (HEK-293 line with an ATXN2-luciferase reporter) viability, CellTiter-Fluor protease fluorescence, 24 h; also: potency is read from the fitted curve at half-maximal effect; nearly all actives have a fitted effect of over 40% in size
The depositor's hits bear a star; i = inactive; ? = inconclusive; . = no result given; & = joins results of further samples; [ ] = dose if it differs, or a comment. Unless noted, calls follow the shape of the dose curve; as a rule, active = well fitted curve in the direction sought with a large enough effect; inconclusive = small, poorly fitted or top-dose-only effect, or another doubt; inactive = no such curve, though single readings can be large; an effect the other way counts as inactive or inconclusive.

Screens in order – Akt phos inh, A549 viability, HepG2 viability, Nrf2 activator, S2 tox, MmCpn inh, CCT modulator, TGFb SMAD3 inh, Nrf2 block
- CCCN(CCC)CC(O)COc1ccccc1C(=O)Nc1ccccc1 (stereo not drawn)
 : i, -7%, -27%, 1.7%, i, 0%, -2.5, 4%, -8%
- Cc1ccccc1N1CCN(CC(=O)Nc2ccccc2C(=O)NC2CC2)CC1
 : i, -14%, -20%, 0.1%, i, -1%, -0.2, -15%, ?
- Cc1cc(C)cc(NC(=O)CSc2ccc(-c3ccccn3)nn2)c1
 : i, -3%, -35%, 0.1%, i, -9%, 1.9, ?, -22%
- CCN1CCN(c2ccc(S(=O)(=O)N3CCOCC3)cc2NC(=O)c2ccc(F)cc2Cl)CC1
 : i, 1%, -15%, 0.6%, i, -2%, -0.2, -15%, 2%
- Nn1cnnc1SCC(=O)Nc1ccc2c(c1)OCCO2
 : i, 1%, -1%, -0.2%, i, 0%, 0.5, ?, 20%
- O=C(CSCc1ccc(Cl)cc1)NCc1ccc2c(c1)OCO2
 : i, -5%, -31%, -0.4%, i, ., -5.8, 4%, 6%
- COC(=O)[C@H](CCSC)NS(=O)(=O)c1ccccc1Br
 : i, 3%, -15%, 0.5%, i, 0%, 0.8, -12%, -5%
- O=C(NCc1cccs1)C1CCN(c2nccs2)CC1
 : i, 12%, 7%, -0.7%, i, -3%, 1.1, -7%, 15%
- CN(Cc1ccccc1)c1nc2c(c(=O)[nH]c(=O)n2C)n1Cc1ccccc1F
 : i, 1%, -48%, 0.1%, ?, 1%, 0.5, -3%, -9%
- Cc1nn(CC(=O)Nc2ccc3c(c2)nc2n3CCOC2)c(=O)c2ccccc12
 : i, -13%[1.84 µM], -2%, -0.6%, i, 0%, -0.1, -2%, -14%
- CCOC(=O)c1sc(=S)n(CC)c1NC(=O)C1CC1
 : i, -22%, -7%, 0.4%, i, 1%, -2.1, -23%, .
- O=C(CSc1nnc(Cc2cccs2)n1Cc1ccco1)Nc1ccc(Cl)cc1Cl
 : i, ., -25%, 2.2%, i, -4%, -0.7, -18%, -12%
- S=C(NCCc1ccc(Cl)cc1)Nc1ccc(Cl)cc1Cl
 : i, ?, -115%, 2.0%, ?, 3%, 1.5, ?, ?
- CCNCc1cc(Cl)cc(OC)c1OC(C)C
 : i, -7%, -6%, -0.1%, i, -3%, 0.4, 0%, 2%
- O=C(O)c1ccc2c(=O)n3c(nc2c1)/C(=C/c1ccccc1Br)CC3
 : i, 1%, 9%, 5.0%, i, 1%, -1.8, -6%, 9%
- CCOC(=O)c1cc2c(N)c(C(=O)c3ccc(Br)cc3)sc2[nH]c1=O
 : i, -10%, -28%, -0.3%, i, -1%, -1.7, 2%, 2%
- CCc1nnc(NC(=O)C2CC(=O)N(c3ccc(C)cc3)C2)s1 (stereo not drawn)
 : i, 3%, 24%, -0.5%, i, 0%, -1.6, 17%, -14%
- Fc1ccc(CCNC(=S)Nc2ccc(F)c(Cl)c2)cc1
 : i, -14%, -64%, 4.3%, i, 0%, 1.9, ?, ?
- c1ccc2c(c1)CCN(c1ncnc3nc[nH]c13)C2
 : i, 9%, -3%&7%&2%, 0.5%, i, -1%, -1.7, ?, 0%
- Cc1cc(C)cc(NC(=O)Cn2nnc(C(=O)NCc3cccs3)c2N)c1
 : i, 0%, -2%, 0.2%, i, -4%, 2.5, ?, -15%
- O=C(Cc1ccc(Cl)cc1)NCCN1CCCC1
 : i, 0%, -1%, -0.1%, i, 0%, 0.0, 10%, 3%
- CC(C)(C)c1ccc(C(=O)NNC(=O)CCC(=O)Nc2ccccc2)cc1
 : i, 0%, 6%, -0.6%, i, -2%, 0.4, 5%, 17%
- Cc1ccc(OCC(=O)NCCNC(=O)c2ccccn2)cc1
 : i, -13%, 3%, -0.9%, i, -2%, -0.6, 3%, -1%
- COc1cc(CN(C(=O)Nc2ccccc2)c2ccccn2)cc(OC)c1OC
 : ., 11%, 7%, -0.7%, i, ., ., -8%, 11%
- O=C(N1CCCCCC1)N1CCN(C(=O)N2CCCCC2)CC1
 : i, -5%, 3%, -0.2%, i, 0%, -1.1, 2%, -8%
- O=C(Nc1nnc(CCc2ccccc2)s1)c1cccs1
 : i, -5%, 2%, 16%, i, -1%, 0.0, 21%, ?
- CCOC(=O)C1=CCN(S(=O)(=O)c2ccccc2C)C1c1ccc(Cl)cc1 (stereo not drawn)
 : i, ., -26%, 11%, ?, ., 2.5, ?, .
- O=C(Cc1cccc2ccccc12)Nc1nc(-c2cccc([N+](=O)[O-])c2)cs1
 : i, -6%, -26%, 30%, i, -1%, 0.8, -17%, -4%
- O=C(CSc1ccccc1F)NC(=O)NC1CCCC1
 : i, ., 5%, 3.2%, i, ., 0.5, 5%, .
- CC(C)CCOc1ccc(C(=O)NCC(c2ccco2)N(C)C)cc1 (stereo not drawn)
 : i, 0%, -12%, 2.4%, i, 2%, -1.9, 24%, ?

Reformatted as labelled records: two of the compounds above.
O=C(Cc1cccc2ccccc12)Nc1nc(-c2cccc([N+](=O)[O-])c2)cs1
  Akt phos inh = i	A549 viability = -6%	HepG2 viability = -26%	Nrf2 activator = 30%	S2 tox = i	MmCpn inh = -1%	CCT modulator = 0.8	TGFb SMAD3 inh = -17%	Nrf2 block = -4%
CCOC(=O)C1=CCN(S(=O)(=O)c2ccccc2C)C1c1ccc(Cl)cc1 (stereo not drawn)
  Akt phos inh = i	A549 viability = .	HepG2 viability = -26%	Nrf2 activator = 11%	S2 tox = ?	MmCpn inh = .	CCT modulator = 2.5	TGFb SMAD3 inh = ?	Nrf2 block = .

(continued)
Screens in order – Akt phos inh, A549 viability, HepG2 viability, Nrf2 activator, S2 tox, MmCpn inh, CCT modulator, TGFb SMAD3 inh, Nrf2 block
- CCOc1ccccc1N(CC)C(=O)c1cc2ccc3cccnc3c2[nH]1
 : ., -4%, 13µM*, -0.8%, ., ., ., ?, -17%
- N#CC1=C(O)C(c2ccccc2)n2c1nc(=O)c1ccccc12 (stereo not drawn)
 : i, -12%, 3%, -0.1%, i, -2%, 0.9, 9%, 0%
- O=[N+]([O-])c1ccc(O)c(-c2ccnc3cc(-c4ccccc4)nn23)c1
 : ., 16µM*, -49%, 8.6%, ?, ., ., ?, 18µM*
- O=C(COC(=O)c1cccc(F)c1)NCCC1=CCCCC1
 : i, 8%, 4%, 0.0%, i, -1%, -3.6, 6%, 0%
- Cc1ccc(C2NC(=S)NC3=C2N2CCC3CC2)cc1 (stereo not drawn)
 : ., 9%, -13%, 0.1%, i, 1%, -4.0, 16%, 5%
- N#C/C(=C\c1ccc[nH]1)S(=O)(=O)c1ccccc1
 : i, -11%, -22%, 0.2%, ?, 1%, 0.8, ?, -19%
- CCN(CC(=O)Nc1ccc(NC(C)=O)cc1)C(=O)COc1ccc2ccccc2c1
 : i, 3%, -1%, 1.8%, i, 2%, -6.5, 0%, 5%
- Cc1sc(NC(=O)CCCC(=O)O)c(C#N)c1C
 : i, -1%, -2%, -0.1%, i, 0%, 0.2, 0%, 2%
- COc1ccc(F)cc1-c1cc(NC=O)c2ncc(-c3cc(OC)c(OC)c(OC)c3)n2c1
 : i, ., -43%, 6.3%, ?, ., -0.9, ?, .
- CCOC(=O)c1c(-c2ccc(C)cc2)csc1NC(=O)c1cc(-c2ccc(OC)cc2)on1
 : ., 6%, 3%, -0.4%, i, ., ., 14%, 16%
- O=C1NN(c2cccc(Br)c2)C(=O)/C1=C/c1ccc(-c2cc([N+](=O)[O-])ccc2O)o1
 : i, -7%, 3%, -0.1%, i, 1%, -3.5, -5%, 3%
- COc1ccc(C2=NCCNC(C(F)(F)F)=C2)cc1
 : i, -6%, -14%, 0.3%, i, 1%, -7.1, -8%, ?
- CCN(C[C@H]1N[C@@](CC)(C(=O)OC)[C@H]2C(=O)N(C)C(=O)[C@@H]12)C(C)=O
 : i, -2%, 3%, -0.4%, i, 1%, 1.9, -2%, 28%
- CC(C)(C)c1ccc(-c2nnc(SCCN3C(=O)c4ccccc4C3=O)o2)cc1
 : i, 1%, -20%, 0.1%, i, -1%, 0.6, -11%, .

Single records (already shown). Values in the order: Akt phos inh	A549 viability	HepG2 viability	Nrf2 activator	S2 tox	MmCpn inh	CCT modulator	TGFb SMAD3 inh	Nrf2 block
COc1ccc(C2=NCCNC(C(F)(F)F)=C2)cc1 reads i	-6%	-14%	0.3%	i	1%	-7.1	-8%	?
O=C1NN(c2cccc(Br)c2)C(=O)/C1=C/c1ccc(-c2cc([N+](=O)[O-])ccc2O)o1 reads i	-7%	3%	-0.1%	i	1%	-3.5	-5%	3%
N#C/C(=C\c1ccc[nH]1)S(=O)(=O)c1ccccc1 reads i	-11%	-22%	0.2%	?	1%	0.8	?	-19%
Cc1sc(NC(=O)CCCC(=O)O)c(C#N)c1C reads i	-1%	-2%	-0.1%	i	0%	0.2	0%	2%
Cc1ccc(C2NC(=S)NC3=C2N2CCC3CC2)cc1 (stereo not drawn) reads .	9%	-13%	0.1%	i	1%	-4.0	16%	5%

Some of the entries so far, tab-delimited:
smiles	Akt phos inh	A549 viability	HepG2 viability	Nrf2 activator	S2 tox	MmCpn inh	CCT modulator	TGFb SMAD3 inh	Nrf2 block
CCNCc1cc(Cl)cc(OC)c1OC(C)C	i	-7%	-6%	-0.1%	i	-3%	0.4	0%	2%
CCN(CC(=O)Nc1ccc(NC(C)=O)cc1)C(=O)COc1ccc2ccccc2c1	i	3%	-1%	1.8%	i	2%	-6.5	0%	5%
